TEAD-YAP block = TEAD-YAP interaction inhibition; HEK-TIYL cells, TEAD-Gal4/YAP UAS-luciferase luminescence; inhibition, % at 9.12 µM; 640,000 tested, 1.4% active; AID 1259422; in the data active means inhibition above about 32%;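 further: 0% = median of test compound wells and 100% = reference inhibitor wells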
GPR151 ag = activators of human GPR151; Q8TDV0; PathHunter beta-arrestin GPR151 cells, luminescence; activation, % at 11.2 µM; 650,000 tested, 1% active; in the data active means activation above about 4.9%;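 further: 0% = median of compound wells and 100% = cells with positive control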
Target sequence (Q8TDV0 whole entry, looked up): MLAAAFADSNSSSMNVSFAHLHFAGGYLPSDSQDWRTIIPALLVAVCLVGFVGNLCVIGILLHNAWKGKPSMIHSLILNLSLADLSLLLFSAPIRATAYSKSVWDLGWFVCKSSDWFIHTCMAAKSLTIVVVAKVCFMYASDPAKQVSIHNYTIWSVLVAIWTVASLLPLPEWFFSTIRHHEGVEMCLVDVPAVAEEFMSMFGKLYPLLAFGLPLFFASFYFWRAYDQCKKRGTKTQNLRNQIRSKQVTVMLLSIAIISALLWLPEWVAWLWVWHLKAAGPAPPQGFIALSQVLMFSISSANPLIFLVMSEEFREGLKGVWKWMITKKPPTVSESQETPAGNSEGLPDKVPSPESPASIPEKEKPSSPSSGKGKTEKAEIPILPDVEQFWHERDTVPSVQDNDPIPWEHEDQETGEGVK
FBW7 activator = activators of human E3 ligase FBW7; Q969H0; AlphaScreen FBW7–phospho-cyclin E peptide binding, activator screen; normalized activity (activation), % at 26.1 µM; 650,000 tested, 0.13% active; AID 1259310; in the data active means normalized activity above about 1.9%;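 further: purified mutant Fbw7 with reduced substrate affinity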
MITF primary = inhibitors of human MITF; AlphaScreen MITF homodimerization, bead proximity signal; inhibition, % at 2.6 µM; 650,000 tested, 0.91% active; in the data active means inhibition above about 50%;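 further: 0% = vehicle wells with protein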
Target sequence (O75030 whole entry, looked up): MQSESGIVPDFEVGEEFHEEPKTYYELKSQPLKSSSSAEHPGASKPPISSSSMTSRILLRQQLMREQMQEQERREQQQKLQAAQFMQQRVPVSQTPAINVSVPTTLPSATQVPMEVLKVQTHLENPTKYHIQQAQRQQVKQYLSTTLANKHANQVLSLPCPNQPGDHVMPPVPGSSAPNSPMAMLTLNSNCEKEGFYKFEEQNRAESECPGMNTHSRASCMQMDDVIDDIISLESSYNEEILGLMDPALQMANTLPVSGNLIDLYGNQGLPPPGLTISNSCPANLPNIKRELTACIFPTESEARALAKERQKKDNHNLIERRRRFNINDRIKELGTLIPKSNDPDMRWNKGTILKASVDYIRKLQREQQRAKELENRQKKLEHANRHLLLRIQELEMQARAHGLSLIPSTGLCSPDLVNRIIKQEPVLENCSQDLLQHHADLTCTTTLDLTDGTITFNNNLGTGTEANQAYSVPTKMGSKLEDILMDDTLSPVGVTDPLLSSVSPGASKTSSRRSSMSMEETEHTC
* = called active by the depositor; / = not tested or not shown. This is a random part of the collection; 3.5% or so of the library scored in one or more.

SMILES	TEAD-YAP block	GPR151 ag	FBW7 activator	MITF primary
Cc1sc2nc(C3CC3)n(C3CCN(C(=O)C4CC=CCC4)CC3)c(=O)c2c1C (stereo not given)	0	-1.2	0.2	0
OC1CCN(c2cc(-c3ccccn3)nc(-c3ccccc3)n2)CC1	17	0.5	-0.1	2
Cc1ccc(-c2nc(CS(=O)(=O)CC(=O)NCCc3ccc(Cl)cc3)c(C)o2)cc1	-9	0.2	0.0	15
CCOC(=O)C1CCN(C(=O)C2CN(c3nc4c(F)cccc4s3)C2)CC1	-11	-0.1	0.2	5
O=C(Nc1ccc(Br)cc1)c1ccccc1Cl	-56	-1.3	0.0	5
CC1c2cccn2CCN1S(=O)(=O)c1cccs1 (stereo not given)	2	-0.6	0.1	27
COc1cc(C(=O)N2CCN(C(=O)COc3ccc(Cl)cc3)CC2)cc(OC)c1OC	10	-1.3	0.2	-6
COC(=O)C1=CN(Cc2ccc(Cl)cc2)C=C(C(=O)OC)C1c1ccccc1OC(C)C	-2	-0.3	2.1*	-9
CC1(C)C(=O)Nc2ccccc2N1C(=O)CSc1nc(C2CC2)n(-c2ccccc2)n1	10	-1.4	-0.5	9
COc1ccc(CCC(=O)NCC(=O)OCc2ccccc2)cc1	2	1.4	0.2	12
O=C(CSc1ccc(F)cc1)N1CCCC(c2nnc(-c3ccc4c(c3)OCO4)o2)C1 (stereo not given)	0	-0.6	0.0	13
COC(=O)c1ccc2c(=O)n(Cc3ccc4c(c3)OCO4)c(SCc3cccnc3)nc2c1	4	0.9	0.0	-6
CC1CCCCC1NC(=O)CSc1nnnn1-c1ccccc1 (stereo not given)	-1	-1.6	0.0	-4
COc1ccc(C(C)=O)cc1CSc1nc(NCc2ccc3c(c2)OCO3)c2ccccc2n1	1	-1.7	0.0	-10
CCOC(=O)C1CCN(Cc2ccc(Cl)c(Cl)c2)CC1	2	-0.2	0.0	15
COC(=O)CSC1=C(C#N)C(c2cccc(Cl)c2Cl)CC(=O)N1 (stereo not given)	9	-0.2	0.1	26
O=C(Cn1c(=O)[nH]c2ccsc2c1=O)NC1CCCCCC1	8	0.3	0.1	1
NC1=NC(=O)C(CC(=O)Nc2ccc([N+](=O)[O-])cc2)S1 (stereo not given)	7	-0.6	-0.1	10
CCOCCCNC(=O)C1CCC(=O)N1Cc1cccnc1 (stereo not given)	5	0.0	-0.3	5
COc1cccc(CCNC(=O)CC2C(=O)NCCN2Cc2cccc(F)c2)c1 (stereo not given)	9	-2.4	0.4	4
Cc1cc(C)nc(/N=C(/NC(=O)Nc2ccc(Cl)c(Cl)c2)Nc2cccc(C(F)(F)F)c2)n1	-8	-0.7	0.0	-5
COc1ccc(CNc2n[nH]c3nc(C)cc(C)c23)cc1Cn1nc(C)cc1C	-15	1.0	0.0	4
N#Cc1c(C(F)(F)F)cc(-c2ccccc2)nc1SCC1COc2ccccc2O1 (stereo not given)	-9	-0.7	-0.1	-13
O=C(N/C(=C\c1cccc(F)c1)C(=O)N1CCSCC1)c1ccccc1Br	9	0.2	0.0	-12
CCCNC(=O)c1cnc(NCCCN2CCCC2=O)s1	-14	2.0	0.0	8
CCOC(=O)c1c(C)[nH]c(C)c1C(=O)COC(=O)/C=C/c1ccco1	0	1.6	0.0	3
N#CC1=C(SCC(=O)Nc2ccccc2)NC(=O)CC1c1cccc([N+](=O)[O-])c1 (stereo not given)	-1	-1.8	0.8	23
COc1cccc(N/C(SCc2ccc(Cl)cc2)=C(/C#N)C(N)=O)c1	16	-2.0	-0.2	2
CCOC(=O)c1sc2nc(SCC(=O)c3ccc(Br)cc3)n(CCc3ccccc3)c(=O)c2c1C	1	0.3	0.5	-5
Cc1cc([N+](=O)[O-])ccc1NC(=O)c1ccc(Br)cc1	-4	0.0	0.3	-6
Cc1ccc(C(=O)N2CCC(C(=O)N3CCN(c4ccccc4)CC3)CC2)cc1	-7	-0.4	0.1	4
COc1ccc(CCNC(=O)CSC2=Nc3ccccc3C3=NC(CC(C)C)C(=O)N23)cc1OC (stereo not given)	5	-1.0	-0.2	-6
Cc1ccc(N(CC(O)CN2CCCCC2)S(=O)(=O)c2ccc(C)cc2)cc1 (stereo not given)	2	0.1	-0.3	4
CCC(C)C(=O)NCc1nnc2n1CCN(Cc1ccc(-c3cccc(Cl)c3)o1)CC2 (stereo not given)	3	-0.8	0.0	5
CN1CCN(C(=O)c2ccc(-c3cncc(C(=O)NC4CC4)c3)cc2)CC1	10	0.4	0.1	18
COC(=O)C1(C(=O)OC)C(c2ccc([N+](=O)[O-])cc2)C1[N+](=O)[O-] (stereo not given)	-2	-1.2	-0.2	-11

Of the compounds above, four have a thiophene ring, fused or not:
SMILES	TEAD-YAP block	GPR151 ag	FBW7 activator	MITF primary
Cc1sc2nc(C3CC3)n(C3CCN(C(=O)C4CC=CCC4)CC3)c(=O)c2c1C (stereo not given)	0	-1.2	0.2	0
CC1c2cccn2CCN1S(=O)(=O)c1cccs1 (stereo not given)	2	-0.6	0.1	27
O=C(Cn1c(=O)[nH]c2ccsc2c1=O)NC1CCCCCC1	8	0.3	0.1	1
CCOC(=O)c1sc2nc(SCC(=O)c3ccc(Br)cc3)n(CCc3ccccc3)c(=O)c2c1C	1	0.3	0.5	-5

(next part)
SMILES	TEAD-YAP block	GPR151 ag	FBW7 activator	MITF primary
COC(=O)Cn1cc(C=C2C(=O)c3ccccc3C2=O)c2ccccc21	5	0.2	-0.1	8
CSc1sc(C)cc1C1C(C(=O)Nc2ccccn2)=C(C)NC2=C1C(=O)CCC2 (stereo not given)	19	0.1	0.2	29
COc1cc(OC)c(C2C=C(c3ccc(C)cc3)Nc3nc4ccccc4n32)cc1OC (stereo not given)	-40	-0.4	-0.1	3
COc1ccc(C(NC(=O)C(C)C)c2ccc3cccnc3c2O)cc1 (stereo not given)	75*	-1.1	-1.7	51*
CCOc1cc(/C=N\NC(=O)OC)c(Br)c(Br)c1O	5	-0.6	0.1	10
CCOc1ccccc1N1CCN(Cc2cc(OC)c3c(c2)OCO3)CC1	6	1.0	0.1	38
CC(=O)Oc1ccc(N(C(C)=O)S(=O)(=O)c2ccc(C)c([N+](=O)[O-])c2)cc1	-11	0.8	0.1	6
COc1cc2[nH]c(=O)n(CCC(=O)NCc3ccccc3)c(=O)c2cc1OC	-2	1.2	0.0	22
CC1=C(C(=O)OCc2ccccc2)C(c2cccs2)n2ncnc2N1 (stereo not given)	-8	0.9	-0.3	-10
CC(C)Oc1ccc(NC(=O)CCCOc2ccccc2)cc1	-6	-1.7	0.1	11
COc1ccc(N(CC(=O)NCc2ccccc2)S(C)(=O)=O)cc1	-8	-1.6	0.3	4
CCn1ccc(C(=O)Nc2ccc(N(C)C(C)=O)cc2)n1	-6	-0.9	0.2	8

Fetched by structure from the entries so far (2):
SMILES	TEAD-YAP block	GPR151 ag	FBW7 activator	MITF primary
CC(=O)Oc1ccc(N(C(C)=O)S(=O)(=O)c2ccc(C)c([N+](=O)[O-])c2)cc1	-11	0.8	0.1	6
COc1cc2[nH]c(=O)n(CCC(=O)NCc3ccccc3)c(=O)c2cc1OC	-2	1.2	0.0	22

(cont.)
SMILES	TEAD-YAP block	GPR151 ag	FBW7 activator	MITF primary
CNc1nc(N)c(C(=O)C(C)(C)C)s1	7	1.0	0.1	17
O=C(NC1CC1)c1cc(-c2cccnc2)nc2ccccc12	13	0.5	-0.3	1
O=C1OC(c2ccccc2F)=N/C1=C\c1ccccc1Cl	1	-1.3	0.0	-3
Cc1cc(NC(=O)C2CC2C(=O)O)ccc1C(C)C (stereo not given)	-2	1.1	0.1	-2
CC(=O)Nc1ccc(NC(=O)CSc2nc3ccccc3c(=O)n2C)cc1	12	0.0	-0.1	6
Cc1cc(C(=O)N2CCOCC2)n(CC(=O)NC(C)c2ccccc2)n1 (stereo not given)	-1	-0.7	0.1	20
CC(=O)OC(CC(OC(C)=O)C(Cl)(Cl)Cl)c1ccc([N+](=O)[O-])cc1 (stereo not given)	-3	1.0	0.0	7
CN(C)c1ccc(C2C3C(=O)N(c4ccc([N+](=O)[O-])cc4)C(=O)C3ON2c2ccccc2)cc1 (stereo not given)	-34	1.5	0.5	12
COC(=O)c1ccc2c(c1)nc(SCc1ccccc1Cl)n1c3ccccc3nc21	5	0.4	0.1	-6
Cc1ccc(-n2nc3c(c2NC(=O)C2(c4ccc(Cl)cc4)CCCC2)CS(=O)(=O)C3)c(C)c1	-4	-0.9	0.0	-1
CCCCCn1c(=O)[nH]c2cc(C(=O)N3CCN(c4ccccc4)CC3)ccc2c1=O	15	-0.5	-0.1	1
Nc1c(C(F)(F)F)cc(C(F)(F)F)cc1C(F)(F)F	-4	-1.6	0.2	-1
COc1ccc(-n2c(Cc3ccccc3)n[nH]c2=S)c(OC)c1	5	2.4	-0.1	10
O=C(OCCCN1C(=O)c2cccc3c(N4CCCCC4)ccc(c23)C1=O)c1ccc(S(=O)(=O)N2CCOCC2)cc1	-5	0.9	0.1	1
Cc1c(C(=O)NCCn2c(C)cc3ccccc32)cccc1[N+](=O)[O-]	-4	-0.1	-0.1	-17
CCCCCNC(=O)C1CC(=O)OC12CCCCC2 (stereo not given)	-9	-0.4	-0.1	-14
COc1ccc(NC(=O)c2sc3ncn(CC(=O)N4CCC(C)CC4)c(=O)c3c2C)cc1Cl	8	0.5	-0.1	-2
COc1cc(C2C(C#N)=C(N)N(c3ccc([N+](=O)[O-])cc3)C3=C2C(=O)CCC3)cc(OC)c1OC (stereo not given)	1	2.0	0.1	0
COc1cc(NC(=O)c2cccc(-n3cc(N(Cc4ccccc4)Cc4ccccc4)cn3)c2)cc(OC)c1OC	-9	-0.4	-0.1	-3
O=C1CCN(S(=O)(=O)c2cc(C(F)(F)F)ccc2Cl)CC1	9	0.4	0.0	9
COc1ccc(C2CC(=O)C3=C(C2)NC(=O)CC3c2cccc(Cl)c2)cc1 (stereo not given)	-15	-1.4	0.0	-5
COc1cc(NC(=O)/C=C/c2ccco2)c(OC)cc1Cl	-12	-0.7	-0.1	-4
Cc1ccc(CNC(=O)CSc2nc3ccccc3c(=O)n2CCCC(=O)NCC2CCCO2)cc1 (stereo not given)	17	-0.4	1.1	14
O=C(NCCO)c1ccc2nc(-c3cccs3)sc2c1	-18	4.7	-0.1	48

3 entries from above, in markdown.
| molecule | TEAD-YAP block | GPR151 ag | FBW7 activator | MITF primary |
| --- | --- | --- | --- | --- |
| O=C(OCCCN1C(=O)c2cccc3c(N4CCCCC4)ccc(c23)C1=O)c1ccc(S(=O)(=O)N2CCOCC2)cc1 | -5 | 0.9 | 0.1 | 1 |
| Cc1c(C(=O)NCCn2c(C)cc3ccccc32)cccc1[N+](=O)[O-] | -4 | -0.1 | -0.1 | -17 |
| CCCCCNC(=O)C1CC(=O)OC12CCCCC2 (stereo not given) | -9 | -0.4 | -0.1 | -14 |

Remaining list, next part:
SMILES	TEAD-YAP block	GPR151 ag	FBW7 activator	MITF primary
Fc1ccc(Br)cc1C1C=C(c2cccnc2)Nc2ncnn21 (stereo not given)	5	-1.0	0.0	5
NCCCC[C@@H]1NC(=O)[C@@H]2C[C@H](NC(=O)OCc3ccccc3)CN2C1=O	10	0.2	1.0	18
OC1(c2cccnc2)CCN(Cc2cccc(F)c2)CC1	5	-0.5	-0.2	7
C[C@@H](C1=C(CCN(C)C)Cc2ccccc21)c1ccccn1	/	-1.1	0.1	1
COC(=O)c1ccccc1NS(=O)(=O)c1cc2c3c(c1)CC(=O)N3CCC2	-7	-1.1	0.5	3
COc1nc(Cl)cc(C)c1C(N)=O	2	-1.7	0.0	7
c1ccc(Cn2nnnc2-c2ccc(Nc3nccc(-c4cccc(N5CCOCC5)c4)n3)cc2)cc1	0	-0.7	2.0*	19
CCOc1ccccc1N1CCN(C(=O)CC(c2ccccc2)c2ccccc2)CC1	4	0.1	0.0	7
O=C(CCCn1c(SCc2cccc([N+](=O)[O-])c2)nc2cc3c(cc2c1=O)OCO3)NCc1ccc2c(c1)OCO2	3	-0.5	0.3	8
COc1ccccc1C(=O)Nc1sc2c(c1C(N)=O)CCC2	-6	-0.9	0.4	15
COc1ccccc1N1CCN(S(=O)(=O)c2ccc(F)c(C(=O)Nc3ccc(Br)cc3)c2)CC1	13	-0.2	0.1	13
O=C(NCc1ccncc1)c1c(Cl)cccc1Cl	-5	-1.5	-0.2	-6
CCC(C)NCCOCCOc1c(OC)cccc1OC (stereo not given)	-8	1.2	0.2	17
CC(C)N(CCNc1nc(-c2ccc(N3CCN(C)CC3)cc2)nc2nc[nH]c12)C(C)C	-4	-3.1	-0.1	-24
CCCCNC(=O)c1n[nH]c2c1CCCC2	-34	-4.5	0.4	10
CCCCCCn1c(=N)c(C(N)=O)cc2c(=O)n3ccccc3nc21	-1	-1.9	-0.2	-4
Cc1nc(NCCNC(=O)Nc2ccc3ccccc3c2)cc(N2CCOCC2)n1	-6	-1.6	-0.2	-1
NNC(=O)CCN1C(=O)C2CC=C(Cl)CC2C1=O (stereo not given)	8	0.5	0.0	-5
COc1ccc(C(=O)NC(Cc2c[nH]c3ccccc23)C(=O)O)cc1 (stereo not given)	5	-1.3	-0.1	1
COc1ccc(/C=C(/NC(=O)/C=C/c2ccccc2)C(=O)NCCC(=O)O)cc1	1	0.3	0.0	-19
CC1(C)CC2CC(C)(CN2C(=O)COC(=O)c2ccc(Cl)cc2)C1 (stereo not given)	-6	1.5	-0.1	-2
COc1cc(C2CC(=O)N3CN(c4ccccc4)CSC3=C2C#N)ccc1O (stereo not given)	-28	0.7	0.0	7
Clc1ccc(CN2C3=NCCCN3c3ccccc32)cc1	11	1.7	-0.2	3
Cc1cc(C)c(NC(=S)N(CCN(C)C)Cc2cccs2)c(C)c1	-8	0.2	-0.1	0

Assay outcomes: PubChem, The Scripps Research Institute Molecular Screening Center
